From PubChem BioAssay
RXFP1 antag – antagonists of human relaxin receptor RXFP1; Q9HBX9; HEK293-RXFP1, relaxin-stimulated cAMP HTRF, 30 min; active compounds read low; activity change, negative = inhibition, % at 57.5 µM; 350,000 compounds, 0.59% hits; AID 1259400;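 active = activity change of -60% or lower, but not beyond a set lower limit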
Target sequence (Q9HBX9 whole entry, looked up): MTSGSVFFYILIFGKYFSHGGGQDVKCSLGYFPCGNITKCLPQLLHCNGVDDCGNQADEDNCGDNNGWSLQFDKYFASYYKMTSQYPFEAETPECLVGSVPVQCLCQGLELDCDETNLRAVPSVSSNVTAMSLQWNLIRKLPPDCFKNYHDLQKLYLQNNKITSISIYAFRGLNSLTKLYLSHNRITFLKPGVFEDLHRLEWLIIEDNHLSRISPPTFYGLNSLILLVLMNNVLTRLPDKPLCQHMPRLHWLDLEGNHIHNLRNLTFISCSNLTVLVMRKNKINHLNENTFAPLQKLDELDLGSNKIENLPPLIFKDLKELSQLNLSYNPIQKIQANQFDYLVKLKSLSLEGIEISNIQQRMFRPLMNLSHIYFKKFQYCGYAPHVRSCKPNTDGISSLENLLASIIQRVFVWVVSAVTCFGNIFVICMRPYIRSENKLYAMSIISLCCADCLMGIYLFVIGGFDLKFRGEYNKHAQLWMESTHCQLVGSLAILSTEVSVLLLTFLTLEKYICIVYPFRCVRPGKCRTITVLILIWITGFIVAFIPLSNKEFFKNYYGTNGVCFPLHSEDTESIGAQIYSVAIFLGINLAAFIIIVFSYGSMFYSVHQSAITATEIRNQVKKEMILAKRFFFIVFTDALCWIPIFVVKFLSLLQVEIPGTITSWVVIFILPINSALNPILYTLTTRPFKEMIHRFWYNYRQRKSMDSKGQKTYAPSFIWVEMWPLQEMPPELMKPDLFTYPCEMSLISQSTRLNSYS
Starred values were filed as active, the others as inactive. % is set by controls: 0 for no effect and ±100 for the full control effect. These rows are one share of the data (hit frequency here may not be typical).

SMILES	RXFP1 antag
CC(=O)c1ccc(OCc2cc(C(=O)N(C)C(C)c3ccon3)no2)cc1 (centres undefined)	-5
CCOc1ccccc1N1CCN(CC(=O)Nc2nccs2)CC1	0
C[C@@H]1CCCCO[C@@H](CN(C)S(=O)(=O)c2cccs2)[C@@H](C)CN([C@H](C)CO)C(=O)c2cc(NS(=O)(=O)c3ccccc3)ccc2O1	10
O=C(O)CCSc1nnc(SCC(=O)NC2CCS(=O)(=O)C2)s1 (centres undefined)	-25
O=C(CSc1ccc([N+](=O)[O-])cc1)c1ccccc1	0
Cc1cccc(-c2c3c(nc4c2c(=O)n(C)c(=O)n4C)-c2ccccc2C3O)c1 (centres undefined)	-2
Cc1ccc(NC(=O)CSc2ncccn2)cc1S(=O)(=O)N1CCOCC1	-6
O=C(COc1ccc(F)cc1Cl)N1CCN(C(=O)c2cccs2)CC1	-1
Cc1cc(C)c(S(=O)(=O)Nc2ccccc2)c(C)c1	-4
O=C1c2cc(O)c(O)cc2OC(c2ccc(O)c(O)c2)C1O (centres undefined)	-9
Cc1cc(N2CCN(C(=O)c3ccoc3)CC2)n2nc(-c3ccccc3)cc2n1	0
CC(C)c1ccc(S(=O)(=O)N2CCN(C(=O)c3cccc(S(=O)(=O)N4CCOCC4)c3)CC2)cc1	1
COc1ccccc1Cn1c(-c2ccco2)nc2nc3ccccc3nc21	-1
Cc1ccccc1S(=O)(=O)N(C)C[C@@H]1OCc2cn(nn2)CCCC(=O)N([C@H](C)CO)C[C@H]1C	5
CCOC(=O)CSc1n[nH]c(NC(=O)c2cccc(C(F)(F)F)c2)n1	1
O=C(Cc1c[nH]c2ccccc12)N1CCN(S(=O)(=O)c2ccc(F)cc2)CC1	-1
CCN(CC)c1nc(N(CC)CC)[nH]c(=O)n1	-8
Cc1ccc(S(=O)(=O)N2CC3(O)CN(C(=O)OC(C)C)N(C(=O)OC(C)C)CC3(OC(=O)NCC3CCCCC3)C2)cc1 (centres undefined)	-3
COc1cccc(NC(=O)CN(C)C(=O)CC2CCCC2)c1	-11
COc1cccc(C(=O)N2N=C(c3cccc(OC)c3)CC2(O)C(F)(F)F)c1 (centres undefined)	-15
O=C(c1cc(COc2cccc(C(F)(F)F)c2)on1)N1CCc2ccccc2C1	-9
Cc1ccc(S(=O)(=O)N=N/C=C2\C=CC=CN2O)cc1	13
Cc1noc(C)c1COc1ccc(C(=O)NCc2cccs2)cc1	-7
O=[N+]([O-])c1cccc(S(=O)(=O)Nc2ccccn2)c1	2
C/C(=N\OC(=O)NC(C)C)c1sc(-c2ccc(Cl)cc2)nc1C	-19
O=C(c1ccc2ccccc2c1O)N1CCCCC1	4
COc1ccc(N2CCN(CC(=O)Nc3ccc(C)cc3Br)CC2)cc1	0
Cc1sc(-c2c(C#N)c(N)nc3c2CCCCCC3)cc1[N+](=O)[O-]	-25
CCN(CC(=O)Nc1cccc(OC)c1)C(=O)C1CC(=O)N(Cc2ccccc2Cl)C1 (centres undefined)	7
Cc1ccc(SCC(=O)NNC(=O)CNC(=O)c2ccc(Br)cc2)cc1	-19
CN(NS(=O)(=O)c1ccccc1)C(=O)c1ccccc1	15
CCc1noc(C)c1C(=O)OCC(=O)c1ccc(NC(C)=O)cc1F	-25
CCn1nnnc1-c1ccc(OC)c(S(=O)(=O)Nc2ccccc2OC)c1	1
Cc1[nH]c(=O)[nH]c(=O)c1C=CC(=O)NC(CO)CS(=O)Cc1ccccc1 (centres undefined)	-6
NC(=O)C12C(=O)NC(=O)C1(C(=O)O)C21CCCC1 (centres undefined)	-1
CC(C)c1ccc(S(=O)(=O)Nc2ccc3c(c2)OCO3)cc1	-2
O=C(CN1CCCC1c1cccs1)Nc1cc(S(=O)(=O)N2CCCCC2)ccc1Cl (centres undefined)	3
Cc1sc(NC(=O)C2CC(=O)N(Cc3ccco3)C2)nc1-c1ccccc1 (centres undefined)	9
O=C(CN1CCN(S(=O)(=O)c2ccc(Br)s2)CC1)N1CCc2ccccc21	2
O=C(OCC12CC3CC(CC(C3)C1)C2)c1ccc(NCc2cc(O)ccc2O)cc1	-22
CCN(c1ccccc1)S(=O)(=O)c1cc(C(=O)NCC(c2ccco2)N2CCCCC2)ccc1C (centres undefined)	-10
O=C(NC1CCCCC1)c1ccc([N+](=O)[O-])cc1	-9
CCCCCC[C@@H](CCC)C(=O)O	-5
O=C(OCC(=O)c1ccccc1Cl)C1=NN(c2ccccc2)C(=O)CC1	-12
CC1CN(S(=O)(=O)c2cc(C(=O)N3CCCCC3C)ccc2Cl)CC(C)O1 (centres undefined)	-11
COc1ccc(Cl)cc1NC(=O)C1CC(c2ccccc2Cl)=NO1 (centres undefined)	-4
CCc1ccc(CN2CCC(Oc3cc(C(=O)NC4CC4)ccc3OC)CC2)cc1	-1
Nc1cccc2c(N)cccc12	-39
Cn1c(=O)c2[nH]c(NN=Cc3ccc(Br)cc3)nc2n(C)c1=O	-8
CC1=C(C(=O)N2CCOCC2)CC(CC(=O)NCCN2CCOCC2)C(=O)N1Cc1ccccc1 (centres undefined)	12

The list goes on:
SMILES	RXFP1 antag
CCOC(=O)/C(=C/c1ccc(OC(F)F)cc1)C1=Nn2c(nnc2-c2ccc(Cl)cc2)SC1	-3
CC(C)=NOc1nc(NC(=O)NS(=O)(=O)c2ccccc2Cl)nc(N(C)C)n1	-32
CN1CCN(S(=O)(=O)c2ccc(N(C)Cc3c(F)cccc3Cl)nc2)CC1	6
CC(NS(=O)(=O)c1ccccc1)C1CC2CCC1C2 (centres undefined)	-11
O=P1(NC2CCCCC2)OCC2(CO1)COP(=O)(NC1CCCCC1)OC2 (centres undefined)	-6
CCN(CC(=O)Nc1c(F)cccc1F)C(=O)c1c(-c2ccccc2Cl)noc1C	-11
Cc1cc(C(=O)OCC(=O)NCc2ccccc2)c2ccccc2n1	-6
COc1ccc(NC(=S)N2CCC(C(=O)c3ccc(F)cc3)CC2)cc1	-10
CCN(C(=O)COC(=O)c1ccc(-n2c(C)ccc2C)cc1)c1c(N)n(Cc2ccccc2)c(=O)[nH]c1=O	-11
c1ccc2c(c1)C1=NCCN1c1ccccc1-2	-2
Nc1cc(N)nc(SCC(=O)NCc2ccc3c(c2)OCO3)n1	8
C=CCn1c(SCC(=O)Nc2ccc(O)cc2)nc2sc(C)c(C)c2c1=O	-6
CCN(C(=O)CSc1nccc(=O)[nH]1)C1CCCCC1	2
Cc1nnc(SCC(=O)NC2CCCC(C)C2C)n1N (centres undefined)	2
CCCCCCn1c(=O)n2n(c1=O)[C@@H]1CN(S(=O)(=O)c3ccc(C)cc3)C[C@]1(O)[C@@H](OC(=O)Nc1c(C)noc1C)C2	8
O=C(O)CCC(C(=O)O)N1C(=O)C2C3CCC(C3)C2C1=O (centres undefined)	4
CC(C)NC(=O)N(C)C[C@H]1OCCCC[C@H](C)Oc2ccc(NC(=O)NC3CCCCC3)cc2C(=O)N([C@H](C)CO)C[C@@H]1C	9
O=C(c1cccs1)N1C[C@@H](n2cc(C3CC3)nn2)[C@H](O)C[C@@H]1c1ccccc1	7
COC(=O)c1cc2c(=O)n3ccccc3nc2n(Cc2cccnc2)c1=N	2
CC(=NNC(N)=O)C1=C(O)C(C(C)C)NC1=O (centres undefined)	-4
CCOc1ccc2c(ccc(/C=C/c3cc(C)c4cccnc4c3O)[n+]2C)c1	-22
C=CCn1c(O)c(N=Nc2ccccc2[N+](=O)[O-])c2ccccc21	1
CC(Cc1ccccc1)NC(=O)CCNNC(=O)c1ccncc1 (centres undefined)	-3
COc1ccc(S(=O)(=O)N2CCN(CC(=O)NC(C)c3cccs3)CC2)cc1 (centres undefined)	5
COc1cc(NC(=O)COc2ccc([N+](=O)[O-])cc2)ccc1NC(=O)c1ccco1	4
N#CC(C#N)=C1CCCc2sccc21	-4
Cc1cc(SCC(=O)NC2CC2)nc2ccccc12	13
Cn1nnc(NC(=S)NC(=O)c2ccc3ccccc3c2)n1	5
C=C(C(=O)c1ccccc1)C(NC(C)(C)C)c1ccccc1 (centres undefined)	-39
COc1ccc(N2CCN(CC(=O)Nc3ccccc3C(=O)NC(C)c3ccccc3)CC2)cc1 (centres undefined)	-3
COc1ccc(S(=O)(=O)N2CCC(C(=O)Nc3ccc(OC)c(OC)c3)CC2)cc1C	1
CCC1([N+](=O)[O-])COC(c2ccc(Cl)cc2)OC1 (centres undefined)	4
O=C(c1cc2ccccc2oc1=O)N1CCCN(C(=O)c2cc3ccccc3oc2=O)CC1	-1
COC(=O)C[C@@H]1C[C@@H]2c3cc(NS(=O)(=O)c4ccc(F)cc4)ccc3O[C@@H]2[C@H](CO)O1	1
O=C1OC(OC(=O)c2cccnc2Nc2cccc(C(F)(F)F)c2)c2ccccc21 (centres undefined)	10
C=C(C)COC(=O)C1CC2OC2CC1C(=O)OCC(=C)C (centres undefined)	-10
COc1ccc(-c2cc3nc(-c4ccccc4)cc(N4CCN(C(=O)c5ccsc5)CC4)n3n2)cc1	5
COc1ccccc1C(=O)N/N=C(\C)c1cccnc1	-3
CC(C)C1C(=O)N(Cc2cn(CCC3OCCO3)nn2)CCS(=O)(=O)N1Cc1ccc(-c2cccc(N(C)C)c2)cc1 (centres undefined)	6
CC(=O)Nc1cccc(C(=O)OCC(=O)NC(=O)NC2CCCC2)c1	-3
CC(=NCc1ccccc1)c1ccccc1O	-1
CC1CCCC(C)N1C(=O)C1CC(c2ccc(F)cc2)=NO1 (centres undefined)	21
CCOc1ccc(S(=O)(=O)NC2CCCCC2C)cc1 (centres undefined)	-7
CCOC(=O)c1cnc(-c2ccccc2)nc1Oc1ccc(Cl)c(Cl)c1	-1
CCOc1ccc(C(=O)N[C@H](C(=O)N2CCN(c3ncccn3)CC2)C(C)C)cc1	2
CC1C(=O)N(Cc2cn(Cc3ccco3)nn2)CCS(=O)(=O)N1Cc1ccc(-c2ccccc2)cc1 (centres undefined)	-5
O=S1(=O)CCN(CCCc2ccccc2)CC1	-8
Cc1ccc([C@H]2C[C@H](n3cc(COC(=O)c4ccccc4)nn3)[C@@H](O)CN2C(=O)c2cccs2)cc1	9
O=C(COC(=O)c1ccc(F)c(S(=O)(=O)N2CCOCC2)c1)NCc1ccccc1	-5
C=CCn1c(SCC(=O)N2CCC(C)CC2)nc2c([nH]c3ccccc32)c1=O	7

A draw from above in order of SMILES length, rising.
SMILES	RXFP1 antag
CC(=NCc1ccccc1)c1ccccc1O	-1
O=S1(=O)CCN(CCCc2ccccc2)CC1	-8
COc1ccccc1C(=O)N/N=C(\C)c1cccnc1	-3
C=C(C)COC(=O)C1CC2OC2CC1C(=O)OCC(=C)C (centres undefined)	-10
CC1CCCC(C)N1C(=O)C1CC(c2ccc(F)cc2)=NO1 (centres undefined)	21
CC(=O)Nc1cccc(C(=O)OCC(=O)NC(=O)NC2CCCC2)c1	-3
CCOC(=O)c1cnc(-c2ccccc2)nc1Oc1ccc(Cl)c(Cl)c1	-1
C=CCn1c(SCC(=O)N2CCC(C)CC2)nc2c([nH]c3ccccc32)c1=O	7
O=C(COC(=O)c1ccc(F)c(S(=O)(=O)N2CCOCC2)c1)NCc1ccccc1	-5
O=C(c1cc2ccccc2oc1=O)N1CCCN(C(=O)c2cc3ccccc3oc2=O)CC1	-1
CCOc1ccc(C(=O)N[C@H](C(=O)N2CCN(c3ncccn3)CC2)C(C)C)cc1	2
COc1ccc(-c2cc3nc(-c4ccccc4)cc(N4CCN(C(=O)c5ccsc5)CC4)n3n2)cc1	5
CC1C(=O)N(Cc2cn(Cc3ccco3)nn2)CCS(=O)(=O)N1Cc1ccc(-c2ccccc2)cc1 (centres undefined)	-5
Cc1ccc([C@H]2C[C@H](n3cc(COC(=O)c4ccccc4)nn3)[C@@H](O)CN2C(=O)c2cccs2)cc1	9
CC(C)C1C(=O)N(Cc2cn(CCC3OCCO3)nn2)CCS(=O)(=O)N1Cc1ccc(-c2cccc(N(C)C)c2)cc1 (centres undefined)	6

Next part.
SMILES	RXFP1 antag
CN(N=Cc1ccccc1O)c1ccc2ccccc2n1	-5
CC(C)n1cc(C#N)c(N)n1	-12
CC1(C)Cc2cccc(OCC(=O)OCC(=O)Nc3ccc(S(N)(=O)=O)cc3)c2O1	-1
Cc1cccc(NC(=O)CSCC(=O)Nc2cc(C(F)(F)F)ccc2N2CCOCC2)c1	-2
CN(C)c1nc(=NCc2cccs2)ss1	-20
CCN(C(=O)COC(=O)CCC(=O)c1cccs1)c1ccccc1	7
c1ccc(C(Nc2cccnc2)c2ccccc2)cc1	-24
C/C(=C\C(=O)c1ccncc1)Nc1ccccc1O	-29
O=[N+]([O-])c1cccc2nc3ccccc3c(NCCCn3ccnc3[N+](=O)[O-])c12	-12
Nc1c(Cl)cc(C(=O)NC2CC2)cc1Cl	-16
CC(=O)Nc1ccc(NC(=O)COC(=O)COc2ccc3ccccc3c2)cc1	-23
CC(=O)C(CC(=O)N1CCCC1)C(=O)Nc1ccc(Cl)cc1 (centres undefined)	0
COCCNC(=O)C(OC(=O)c1ccco1)c1ccc(OC)cc1 (centres undefined)	0
C[C@H]1CCCCO[C@@H](CN(C)S(=O)(=O)c2ccc(Cl)cc2)[C@@H](C)CN([C@@H](C)CO)C(=O)c2cc(NS(=O)(=O)c3ccccc3)ccc2O1	3
CCCC(=O)Nc1cc(-c2nn(C)c(=O)c3ccccc23)ccc1N1CCCCC1	6
CC(=O)c1sc2c(c1OC(=O)c1ccc(Cl)cc1)c(=O)n(-c1ccccc1)c(=S)n2-c1ccccc1	-6
O=C(Cc1ccccc1)c1ccc(N2CCOCC2)cc1	-8
O=C1C(C=NCCCn2ccnc2)=C(O)c2ccccc21	-6
NC(=O)Cc1ccc(OCc2nn[nH]n2)cc1	3
CN(C)C(=O)CSc1nnc(-c2ccco2)n1-c1ccccc1	2
CC1CN(C(=O)c2ccc([N+](=O)[O-])s2)CC(C)O1 (centres undefined)	4
COCC(C)n1c(SCC(=O)NC2CCCCC2)nc2ccccc2c1=O (centres undefined)	-1
COc1ccc(CC(=O)NNC(=O)c2ccoc2C)cc1OC	12
